E-sel inducer = E-selectin induction on HUVECs. HUVEC E-selectin immunofluorescence imaging; normalized: neutral wells 0, TNF-alpha wells 100. activation, % at 7.58 µM. 0.37% of 260,000 active;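 active = mean E-selectin-positive cell signal at least 10% of the positive control, reached in at least 60% of replicates, without over 20% cell loss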;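 also: in these data hits start at about 27%; measured in HUVEC primary endothelial cells; signal is the percent of cells scored E-selectin positive by PE staining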
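Assay system: HUVEC primary endothelial cells. Input: 3,000 HUVEC seeded per well. Doses: one compound dose added by pin transfer. Read-out basis: % PE-positive cells. Benchmarks: TNF-alpha high, DMSO low. Detection: immunofluorescence imaging. Buffer or medium: EGM-2, gelatin.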
CASP6 VEID inh = blocks human caspase-6 cleavage activity; P55212; purified caspase-6, Z-VEID-R110 cleavage fluorescence; inhibition, % at 12.5 µM; 0.53% of 350,000 active; AID 686996;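 active = mean inhibition across replicates at least about 35%, with every replicate also reaching that limit, limit read from the data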;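 also: 0% = median of neutral control wells and 100% = no fluorescence left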
Target sequence (P55212 24-179 limits assumed): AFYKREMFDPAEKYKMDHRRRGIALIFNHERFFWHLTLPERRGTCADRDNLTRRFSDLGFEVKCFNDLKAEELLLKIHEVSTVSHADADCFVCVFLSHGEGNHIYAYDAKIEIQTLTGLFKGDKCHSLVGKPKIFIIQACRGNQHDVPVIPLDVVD
Target sequence (P55212 194-293 limits assumed): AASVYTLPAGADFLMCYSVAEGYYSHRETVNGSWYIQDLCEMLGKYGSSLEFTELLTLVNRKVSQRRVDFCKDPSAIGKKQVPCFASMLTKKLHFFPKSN
RAD52 inh = RAD52 (human) annealing inhibition; P43351; recombinant RAD52 DNA annealing, FRET fluorescence; inhibition, % at 18.7 µM; 0.46% of 360,000 active;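 active = every replicate showing at least 50% inhibition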
ERp5 block = inhibitors of human ERp5 | Q15084 | ERp5 insulin aggregation, absorbance 650 nm, 90 min | inhibition, % at 9.99 µM | 0.05% of 350,000 active;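 active = mean replicate inhibition above about 25%, with every replicate also reaching it, limit read from the data, passing the limit was not always enough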
RAD54 inh = inhibitors of human RAD54 branch migration; inhibition, % at 10.4 µM; 0.14% of 360,000 active; Q92698; RAD54 Holliday junction branch migration, FAM/BHQ fluorescence;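 active = mean normalized replicate activity at least 40 and at least half of replicates scoring 40 or more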;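 also: 0% = median of neutral control wells and 100% = median of positive control wells; inhibitors cause a drop in the FAM fluorescence signal; in these data hits start at about 50%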
Target sequence (Q92698 whole entry, looked up): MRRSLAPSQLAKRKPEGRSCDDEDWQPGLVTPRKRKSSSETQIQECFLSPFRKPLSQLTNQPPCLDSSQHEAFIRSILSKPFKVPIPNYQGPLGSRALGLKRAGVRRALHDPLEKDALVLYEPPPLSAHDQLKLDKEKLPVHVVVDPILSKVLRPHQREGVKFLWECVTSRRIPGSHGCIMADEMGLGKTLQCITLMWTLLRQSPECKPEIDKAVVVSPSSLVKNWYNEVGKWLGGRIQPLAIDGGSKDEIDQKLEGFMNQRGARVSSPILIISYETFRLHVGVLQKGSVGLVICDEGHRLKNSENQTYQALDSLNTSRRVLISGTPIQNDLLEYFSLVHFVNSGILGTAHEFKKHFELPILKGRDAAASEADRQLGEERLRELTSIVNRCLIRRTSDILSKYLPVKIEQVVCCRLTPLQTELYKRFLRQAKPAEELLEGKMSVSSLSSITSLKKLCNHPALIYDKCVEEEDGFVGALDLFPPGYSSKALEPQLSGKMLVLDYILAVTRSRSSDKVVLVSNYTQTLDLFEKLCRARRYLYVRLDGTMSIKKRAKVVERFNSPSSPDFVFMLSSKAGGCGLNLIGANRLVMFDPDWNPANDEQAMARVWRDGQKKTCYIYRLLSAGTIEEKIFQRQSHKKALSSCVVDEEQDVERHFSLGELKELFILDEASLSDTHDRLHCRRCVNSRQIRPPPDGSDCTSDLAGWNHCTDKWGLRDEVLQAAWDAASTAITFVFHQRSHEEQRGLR
ARNT-TACC3 inh = ARNT/TACC3 interaction disruption; Q9Y6A5; AlphaScreen His-ARNT PAS-B/GST-TACC3 binding, luminescence; TACC3 fragment carries E629A point mutation; inhibition, % at 9.99 µM; 0.66% of 390,000 active; AID 623870;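 active = mean inhibition of replicates at least 50% and at least half of replicates each reaching 50%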;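 also: 0% = complete ARNT plus TACC3 wells and 100% = ARNT alone without TACC3; many hits fall short of the cut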
PglD DTNB = inhibitors of Campylobacter jejuni PglD acetyltransferase. 0.098% of 360,000 active. purified PglD enzyme, DTNB colorimetric CoA detection. inhibition, % at 12.5 µM; in the data active = inhibition above about 16%, passing the limit was not always enough; also: strong numbers were not always called active
esBAF inh = SWI/SNF esBAF complex inhibition | mouse ES cells, Bmi1-luciferase knock-in reporter, 24 h; 100% = twice the neutral-well signal | reporter increase, % at 12.5 µM | 2% of 350,000 active | AID 602393; in the data active = activation above about 40%;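 also: 0% = median of the plate's neutral control wells and 100% = double that signal; a rise in the Bmi1 reporter signal indicates esBAF inhibition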
An asterisk follows results filed as active; . = not tested or not shown.

SMILES	E-sel inducer	CASP6 VEID inh	RAD52 inh	ERp5 block	RAD54 inh	ARNT-TACC3 inh	PglD DTNB	esBAF inh
COc1ccc(S(=O)(=O)N(C)C[C@@H]2OCCCC[C@@H](C)Oc3ccc(NS(=O)(=O)c4cn(C)cn4)cc3C(=O)N([C@H](C)CO)C[C@@H]2C)cc1	.	2	1	6	-1	-8	3	-3
CCOC(=O)C[C@H]1c2ccccc2S(=O)(=O)N1c1ccccc1	0.7	1	-13	5	3	-4	-1	-2
COC(=O)c1cccc(C23CC4(C2)[C@H](CN(C)[C@@H]4c2ccccc2)C3c2ccccc2)c1 (some centres undefined)	0.2	.	-31	-1	-9	-21	1	8
O=C(CN(Cc1ccccc1)S(=O)(=O)c1ccccc1)N/N=C/c1ccccc1C(=O)O	2.2	4	-16	-6	-14	5	0	-3
COc1ccc(S(=O)(=O)Nc2ccc3c(c2)C(=O)N([C@@H](C)CO)C[C@@H](C)[C@@H](CN(C)C(=O)NC(C)C)OCCCC[C@@H](C)O3)cc1	-0.8	0	2	-1	7	0	2	-3
CCOC(=O)N1CCC(NC(=O)Cn2cc3c(n2)CCC(C)C3)CC1 (centres undefined)	.	.	.	.	-3	-2	0	-10
CCCc1cn(CC[C@H]2CC[C@@H](NS(=O)(=O)c3ccc(-c4ccccc4)cc3)[C@@H](CO)O2)nn1	-0.1	-3	-1	-2	8	-32	-2	-9
COc1ccc(CC(=O)NC(=S)NNC(=O)COc2c(C)cccc2C)cc1	0.3	.	.	.	3	2	23*	.
O=C1NN=C(c2ccc(Cl)cc2)CC1c1cccc(Cl)c1 (centres undefined)	.	.	.	.	0	-6	3	-2
Cc1cccc(-c2ccc([C@H]3[C@@H](CO)N4C(=O)CN(C(=O)c5cccnc5)C[C@@H]34)cc2)c1	0.6	0	-7	-6	.	.	.	.

Overlap with the part before: 6 entries; new compounds follow.
SMILES	E-sel inducer	CASP6 VEID inh	RAD52 inh	ERp5 block	RAD54 inh	ARNT-TACC3 inh	PglD DTNB	esBAF inh
COc1ccc(S(=O)(=O)Nc2ccc3c(c2)C(=O)N([C@@H](C)CO)C[C@@H](C)[C@@H](CN(C)C(=O)NC(C)C)OCCCC[C@@H](C)O3)cc1	-0.8	0	2	-1	7	0	2	-3
CCOC(=O)N1CCC(NC(=O)Cn2cc3c(n2)CCC(C)C3)CC1 (centres undefined)	.	.	.	.	-3	-2	0	-10
CCCc1cn(CC[C@H]2CC[C@@H](NS(=O)(=O)c3ccc(-c4ccccc4)cc3)[C@@H](CO)O2)nn1	-0.1	-3	-1	-2	8	-32	-2	-9
COc1ccc(CC(=O)NC(=S)NNC(=O)COc2c(C)cccc2C)cc1	0.3	.	.	.	3	2	23*	.
O=C1NN=C(c2ccc(Cl)cc2)CC1c1cccc(Cl)c1 (centres undefined)	.	.	.	.	0	-6	3	-2
Cc1cccc(-c2ccc([C@H]3[C@@H](CO)N4C(=O)CN(C(=O)c5cccnc5)C[C@@H]34)cc2)c1	0.6	0	-7	-6	.	.	.	.
CCCC(=O)Nc1ccc2c(c1)C(=O)N(C)C[C@@H](OC)[C@H](C)CN(C(=O)CN(C)C)[C@@H](C)CO2	-0.1	.	-16	4	9	-4	0	-2
COc1ccc(CN2CCNC(=O)C2CC(=O)N2CCc3ccccc3C2)c(OC)c1 (centres undefined)	.	0	-8	8	.	0	.	-1
Cc1cc(NC(=O)CCC(=O)N(Cc2ccco2)C(C(=O)NC2CCCCC2)c2cccs2)no1 (centres undefined)	.	7	-4	-2	.	-7	.	.
S=C(NCc1ccc(Cl)cc1)NCc1ccco1	-0.2	-1	-21	-4	3	0	8	14
Fc1cccc(Nc2nc3ccccc3n3cnnc23)c1	-0.1	-3	0	0	-7	-2	-5	-1
CC1CN(C(=O)c2ccc(COc3ccccc3Br)o2)CC(C)O1 (centres undefined)	5.1	0	-12	-1	.	.	.	.
COc1ccc(S(=O)(=O)N2CCOCC2)cc1NC(=O)CSc1ccccc1	-0.2	9	-11	-2	-1	2	-5	0
COc1ccc(NC(=O)C2CCCN2S(=O)(=O)c2ccc(F)cc2)cc1 (centres undefined)	-0.1	2	-2	2	3	.	4	-7
c1cc2c3c(cccc3c1)C(N1CCOCC1)=N2	11	0	-7	1	25	-2	-6	3
CCCN(CCO)Cc1cccc(Oc2ccccc2)c1	.	.	.	.	2	2	-2	1
COc1cccc(-c2cnc3c(c2)C(=O)N([C@H](C)CO)C[C@@H](C)[C@@H](CN(C)C(=O)Nc2ccccc2F)O3)c1	-0.2	3	10	-8	.	.	.	.
Cc1ccccc1Nc1nc(N)nc(COC(=O)C(NC(=O)c2ccco2)C(C)C)n1 (centres undefined)	.	.	.	.	-8	1	-2	4
OCCN1CCN(c2nccn3ccnc23)CC1	-0.1	4	-11	1	2	.	5	1
CCc1ccc(N2CC(C(=O)OCC(=O)NNC(=O)c3ccccc3)CC2=O)cc1 (centres undefined)	-1.5	-1	-11	0	2	-11	-3	-8
Cn1c2c(c(=O)n3ncnc13)CCCC2	0.2	1	-8	-5	.	-5	.	-7
CC(C)c1nc(CNC(=O)C2CCC(=O)N(Cc3ccc(Cl)cc3)C2)no1 (centres undefined)	.	0	-1	-1	11	-1	-1	5
NC(=O)c1nsc(C(=O)N(CC(=O)NC2CCCCC2)c2cccc(F)c2)c1N	0.5	4	-16	-1	.	-2	.	5
CCSc1nc(C2CC2)cc(-c2cccs2)c1C#N	.	.	.	.	6	-7	-3	0
N#C/C=C(/N)c1ccc(Br)cc1	.	.	.	.	-2	1	2	0
CC(C)(C)C(=O)NNC(=O)c1cc(C(C)(C)C)nn1Cc1ccccc1	.	1	-6	-2	.	-2	.	-4
O=C(C[C@@H]1C=C[C@@H](NC(=O)Cc2cccnc2)[C@H](CO)O1)Nc1ccc(-c2ccccc2)cc1	-0.1	-1	7	-3	.	.	.	.
CCOC(=O)c1ccc(NS(=O)(=O)c2cnc[nH]2)cc1	.	.	.	.	0	-5	6	0
O=C(CCC(=O)N(CC(=O)NC1CCCC1)Cc1ccc2c(c1)OCO2)Nc1ccccn1	.	.	.	.	1	-8	0	-5
CCC(=O)N1[C@@H]2Cn3c(cccc3=O)[C@H]1[C@@H](C(=O)N1CCc3ccccc3C1)[C@@H]2CO	-0.3	-7	-5	-1	4	2	2	-8
Cc1cc2cc(CNC(=O)Cc3ccc([N+](=O)[O-])cc3)ccc2n1C	.	0	-29	7	.	1	.	.
C[C@H](CO)N1C[C@H](C)[C@@H](CN(C)S(C)(=O)=O)OCCCC[C@H](C)Oc2ccc(NC(=O)CCCN(C)C)cc2C1=O	1.3	1	-4	1	-3	-7	-1	0
CCCc1cc(NCCCn2ccnc2)n2nc(C)c(-c3ccccc3)c2n1	.	-4	3	4	.	9	.	.
CC1(OC(=O)C2CCCC2)C(=O)C=C2C=C(c3ccsc3)N(Cc3ccc4c(c3)OCO4)C=C2C1=O (centres undefined)	-0.5	-4	-7	8	6	0	-2	3
COc1ccc2c(c1OC)C(=O)N(c1ccc(C)cc1)C2=O	0.0	0	3	1	-1	-4	-3	14
O=C(c1cccc(F)c1)N1C[C@H]2[C@@H](c3ccccc31)[C@@H](CO)N2C(=O)c1ccccn1	0.0	6	6	4	2	-9	3	-8
C[C@@H]1CN([C@@H](C)CO)S(=O)(=O)c2ccc(C#CC3CC3)cc2O[C@H]1CN(C)C(=O)c1ccccc1	1.0	1	12	-1	6	8	-1	2
COC(=O)c1cc(S(=O)(=O)NCc2cc(OC)c(OC)c(OC)c2)cn1C	.	2	1	-1	-9	1	1	-3
Cc1cc(C)c2cc(C(c3nnnn3CC3CCCO3)N3CCN4CCCC4C3)c(=O)[nH]c2c1 (centres undefined)	.	-1	-36	-15	5	-3	4	-5
O=C(NCc1n[nH]c(=S)n1-c1ccccc1)c1ccc(S(=O)(=O)N2CCCCC2)cc1	.	0	-9	-1	.	0	.	0
CC(=O)CCN1CCOCC1	.	.	.	.	-8	1	6	4
COc1ccc(-n2c(C)cc(C(=O)COC(=O)c3cc(NC(=O)c4cccs4)c(OC)c(OC)c3)c2C)cc1	.	-1	-27	8	5	-3	-3	-10
C[C@@H]1CCCCO[C@H](CN(C)C(=O)Nc2ccc3c(c2)OCO3)[C@@H](C)CN([C@@H](C)CO)C(=O)c2cc(NS(=O)(=O)c3ccc(F)cc3)ccc2O1	1.1	.	.	.	-2	-5	1	0
O=C(N[C@@H]1CC[C@H](CCNS(=O)(=O)c2ccc(F)cc2)O[C@@H]1CO)C1CCC1	0.3	-3	-6	-2	3	3	-3	0
Cc1cc(C)c2c(=O)n(CC(=O)Nc3cccc(Cl)c3C)sc2n1	.	1	-23	-2	0	-9	-1	.
CC(=O)c1c(O)cc2c3c1OC(C)(C)C1CCC(C)(CC31)O2 (centres undefined)	2.2	2	-9	11	1	.	-1	-14
CNC(=O)C(=O)N/N=C/c1ccc(Br)cc1	6.6	1	-15	0	.	-2	.	.
COc1ccc(-c2nnc(NC(=O)CSc3ccc(C)cc3)s2)cc1OC	-0.2	-2	7	1	.	-60	.	.
CC(C)C(=O)N1CCCC1(C)C(=O)N(C)Cc1cccc2ccccc12 (centres undefined)	1.3	0	2	5	2	.	-3	2
CCOc1ccccc1Nc1ccc(C(=O)O)cc1[N+](=O)[O-]	-0.2	.	-11	0	-5	-2	-5	-6
CCOC(=O)c1c(NC(=O)C(NCCN(C)C)c2ccccc2)sc2c1CCCC2 (centres undefined)	.	1	64*	3	16	31	-1	0
O=C(N[C@@H]1CC[C@@H](CCn2cc(C3(O)CCCC3)nn2)O[C@H]1CO)C1CCCCC1	0.4	0	5	-6	-3	-14	5	4
Cc1ccc(C(=O)NC(C)c2ccc3c(c2)OCO3)s1 (centres undefined)	1.6	1	-30	6	.	-3	.	.
CN(C)C(=O)C[C@H]1C=C[C@@H](NC(=O)C2CCC2)[C@H](CO)O1	0.2	-4	6	0	-4	-15	-4	1
Cn1c(=O)c(=O)n(C)c2cc(N3CCCC3)c(NS(=O)(=O)c3ccc(Cl)cc3)cc21	.	20	-8	3	-8	-72	0	-3
O=C(CC1CCCC1)N[C@H](C(=O)N1CCC[C@H]1C(=O)NC1CCCC1)C1CCCCC1	-0.1	1	11	1	.	.	.	.
Further structures follow.
SMILES	E-sel inducer	CASP6 VEID inh	RAD52 inh	ERp5 block	RAD54 inh	ARNT-TACC3 inh	PglD DTNB	esBAF inh
OCC#Cc1ncc(C(F)(F)F)cc1Cl	-0.1	-6	-9	-3	.	-12	.	.
C[C@@H]1CCCCO[C@H](CN(C)Cc2ccc(Cl)c(Cl)c2)[C@@H](C)CN([C@@H](C)CO)C(=O)c2cc(NC(=O)Cc3ccccc3)ccc2O1	-0.1	-1	-35	5	-17	-1	-3	-5
COc1ccc2c3c([nH]c2c1)[C@@H](CO)N(C(=O)Nc1c(C)noc1C)CC31CN(CC2CCOCC2)C1	0.0	3	4	-1	.	.	.	.
CC(C)NC(=O)Nc1cccc2c1O[C@@H](CN(C)S(=O)(=O)c1ccc(Cl)cc1)[C@@H](C)CN([C@@H](C)CO)C2=O	-5.5	-2	3	2	-1	-3	2	3
CCCN1C(=O)c2cc(C(=O)Nc3ccccc3OC)ccc2C1Nc1ccccc1OC (centres undefined)	-0.1	1	-15	-3	.	-22	.	.
COc1ccc(N2CCCn3c2nc2c3c(=O)n(CCc3ccccc3)c(=O)n2C)cc1	.	.	.	.	3	-1	-6	9
O=C(c1cccc(S(=O)(=O)NCc2ccccc2)c1)N1CCN(c2ccccc2)CC1	.	-1	-7	3	-12	4	0	6
Cc1cc(C)n(-c2ccc(C(=O)OCC(=O)NC(c3ccccc3)c3ccccc3)cc2)n1	-2.7	2	-9	3	.	7	.	.
CCCC(=O)Nc1ccc2c(c1)OC[C@@H](C)N(C(C)=O)C[C@@H](C)[C@H](OC)CN(C)C2=O	-0.2	-1	2	2	6	-7	-5	-3
CC(C)C(NC(=O)OCc1ccccc1)C(=O)NCC(=O)OC(C)(C)C (centres undefined)	.	.	.	.	-3	-1	-2	19
COCCNC(=O)C[C@H]1C[C@@H]2c3cc(NC(=O)Nc4ccc(OC)cc4)ccc3O[C@@H]2[C@@H](CO)O1	-0.1	-3	15	-6	-6	4	2	1
